From PubChem BioAssay
NCOA3 inh: human NCOA3 inhibition | Q9Y6Q9 | actives 0.17% (n = 360,000) | inhibition, % at 3.6 µM | HEK293 GAL4-SRC3 luciferase reporter, luminescence;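 active means inhibition above a per-campaign cutoff, the mean of all compounds plus 3 SD, cut at about 60% in these data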;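 further: 0% = DMSO-treated cells and 100% = gossypol-treated cells at 36 µM; higher means less SRC3-driven luciferase light from the GAL4 reporter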
NCOA2 inhibitor: human SRC2 (NCOA2) inhibition; AID 651957; Q15596; inhibition, % at 9 µM; HEK293 GAL4-SRC2 luciferase reporter, luminescence; actives 0.17% (n = 370,000);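 active means inhibition above the mean inhibition of all tested compounds plus 3 SD, set per campaign, cut at about 52% in these data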;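 further: 0% = DMSO treated cells and 100% = cells given Gossypol at 36 µM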
Target sequence (Q15596 whole entry, looked up, the tested form may be a part): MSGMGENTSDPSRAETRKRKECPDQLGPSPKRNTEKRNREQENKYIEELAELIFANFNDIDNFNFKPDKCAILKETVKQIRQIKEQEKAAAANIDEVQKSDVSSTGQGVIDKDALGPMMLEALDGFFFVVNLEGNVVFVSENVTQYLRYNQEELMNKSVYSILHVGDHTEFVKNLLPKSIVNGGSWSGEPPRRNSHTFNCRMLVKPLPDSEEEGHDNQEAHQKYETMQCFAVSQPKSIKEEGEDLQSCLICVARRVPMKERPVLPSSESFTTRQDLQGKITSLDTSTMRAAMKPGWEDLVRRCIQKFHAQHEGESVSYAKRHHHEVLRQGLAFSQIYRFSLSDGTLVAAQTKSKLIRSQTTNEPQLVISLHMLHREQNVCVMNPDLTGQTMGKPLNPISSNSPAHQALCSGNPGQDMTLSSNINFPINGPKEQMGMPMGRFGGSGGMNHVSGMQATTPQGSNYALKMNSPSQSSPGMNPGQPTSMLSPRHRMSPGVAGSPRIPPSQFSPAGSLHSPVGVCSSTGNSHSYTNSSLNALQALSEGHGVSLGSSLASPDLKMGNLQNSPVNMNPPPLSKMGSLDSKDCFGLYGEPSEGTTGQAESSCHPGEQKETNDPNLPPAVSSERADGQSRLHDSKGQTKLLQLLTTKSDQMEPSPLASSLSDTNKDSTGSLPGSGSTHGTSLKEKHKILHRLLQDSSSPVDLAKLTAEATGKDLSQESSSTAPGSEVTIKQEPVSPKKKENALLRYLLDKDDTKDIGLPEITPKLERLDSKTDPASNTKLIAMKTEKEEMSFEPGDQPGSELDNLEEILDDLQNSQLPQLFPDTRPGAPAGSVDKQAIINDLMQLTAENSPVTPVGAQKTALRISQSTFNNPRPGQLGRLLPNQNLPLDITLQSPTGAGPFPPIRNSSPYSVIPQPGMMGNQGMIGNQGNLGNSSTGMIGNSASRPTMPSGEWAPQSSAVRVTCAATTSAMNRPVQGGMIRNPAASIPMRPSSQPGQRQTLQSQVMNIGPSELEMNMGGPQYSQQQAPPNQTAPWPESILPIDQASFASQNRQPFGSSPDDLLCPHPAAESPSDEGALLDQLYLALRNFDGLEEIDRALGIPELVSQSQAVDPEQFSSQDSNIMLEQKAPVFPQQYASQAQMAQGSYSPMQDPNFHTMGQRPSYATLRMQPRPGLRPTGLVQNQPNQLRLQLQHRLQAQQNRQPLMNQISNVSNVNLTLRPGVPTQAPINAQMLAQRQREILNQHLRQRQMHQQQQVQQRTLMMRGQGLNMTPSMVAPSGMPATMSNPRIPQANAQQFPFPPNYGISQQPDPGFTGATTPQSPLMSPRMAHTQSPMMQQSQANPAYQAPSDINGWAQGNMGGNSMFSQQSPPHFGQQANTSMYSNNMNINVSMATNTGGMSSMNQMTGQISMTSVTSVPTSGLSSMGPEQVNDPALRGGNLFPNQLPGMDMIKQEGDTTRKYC
NCOA1 inh: human NCOA1 inhibition. AID 588354. HEK293 GAL4-SRC1 luciferase reporter, luminescence. inhibition, % at 3.6 µM. actives 0.12% (n = 360,000). Q15788;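 active means inhibition above the campaign mean plus 3 SD, with each screening campaign given its own cutoff, cut at about 60% in these data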;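 further: 0% = DMSO treated cells and 100% = gossypol at 36 µM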
Granule exo inh: lytic granule exocytosis inhibition. TALL-104 LAMP-1 surface exposure, flow cytometry; cells stimulated with thapsigargin and PMA. inhibition, % at 10 µM. actives 0.66% (n = 360,000). AID 651702;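 active means inhibition above about 55%, limit read from the data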
TROY NFkB inh: TROY signaling inhibition | Q293 LMP1-TROYcd NF-kB luciferase reporter, 4 h | AID 1347056 | inhibition, % at 10 µM | actives 0.98% (n = 360,000);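 active means compounds whose plate-normalised and pattern-corrected inhibition of the luciferase reporter signal at the single screening dose is 50% or more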
COUP-TFII inh: inhibitors of human COUP-TFII (NR2F2). HEK293T NGFI-A luciferase reporter, luminescence. P24468. inhibition, % at 8.6 µM. actives 0.7% (n = 370,000);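 active means inhibition above a per-plate cutoff, mean inhibition of test wells between control levels plus 3 SD, cut at about 38% in these data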;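 further: cells cotransfected with COUP-TFII expression vector driving the NGFI-A reporter; 0% = median of COUP-TF2 test wells and 100% = reporter-only cells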
LRH-1 inv ag: NR5A2 inverse agonism in reporter assay; O00482; HEK293T StAR-luciferase reporter, LRH-1 transfected, 24 h; inhibition, % at 3.6 µM; actives 0.13% (n = 360,000); AID 602396;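 active means inhibition above the mean inhibition of all tested compounds plus 3 SD, cut at about 73% in these data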;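 further: 0% = DMSO wells and 100% = reporter-only cells lacking LRH-1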
TWEAK-Fn14 inh: TWEAK-Fn14 signaling inhibition; AID 1159606; inhibition, % at 10 µM; actives 2% (n = 360,000); TWEAK-stimulated Fn14 reporter cells, luciferase luminescence, 8 h; in the data active means inhibition above about 50%
TLR9-MyD88 block: blocks human TLR9 binding to MyD88; Q9NR96+Q99836; CHO BLA complementation TLR9-MyD88, CCF4 FRET ratio; inhibition, % at 4.98 µM; actives 0.21% (n = 340,000); AID 504734;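 active means inhibition above the mean over all tested compounds plus 3 SD, cut at about 21% in these data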;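 further: 0% = DMSO only wells and 100% = clavulanate BLA inhibitor control wells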
ABHD5 PLIN5 PPI: ABHD5-PLIN5 protein interaction inhibition; Q00G26+Q8WTS1; Split G. princeps luciferase complementation, luminescence, 4 h; inhibition, % at 4 µM; actives 0.78% (n = 360,000);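 active means inhibition above the mean inhibition across every tested compound plus 3 SD, cut at about 22% in these data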;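 further: 0% = DMSO only wells and the 100% control is not disclosed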
NOD2-RIPK2 inh: inhibitors of human NOD2-RIPK2 interaction. inhibition, % at 4.98 µM. CHO BLA complementation NOD2-RIPK2, CCF4 ratio. actives 0.38% (n = 360,000). O43353; in the data active means inhibition above about 21%;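 further: 0% = vehicle only and 100% = reference blocker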
* hit, by the source's call; . = no result given. A portion of the library; count on the stated rates, not on these rows.

SMILES	NCOA3 inh	NCOA2 inhibitor	NCOA1 inh	Granule exo inh	TROY NFkB inh	COUP-TFII inh	LRH-1 inv ag	TWEAK-Fn14 inh	TLR9-MyD88 block	ABHD5 PLIN5 PPI	NOD2-RIPK2 inh
CC1(C)CC(=O)CC(C)(C)N1O	-14.4	-50.2	-9.8	-11.0	-8.9	-1.7	-1.2	-1.5	-4.7	-2.0	1.8
N=C1c2ccccc2CN1c1ccc(F)c([N+](=O)[O-])c1	-8.3	-2.8	-4.4	-4.0	-14.4	-32.8	8.5	-20.5	-11.4	2.4	1.6
CC(C)CC1(CCc2ccccc2)C(=O)NC(=O)NC1=O	4.9	-21.0	0.9	6.0	-6.2	-1.9	21.3	7.0	-2.5	1.0	8.2
O=C(c1ccc(Cl)cc1)C12CN3CN(CN(C3)C1)C2	-2.1	8.4	-4.5	-1.2	.	-2.8	7.6	62.5*	9.2	-6.1	2.2
CN1CCN(CC(=O)Nc2ccc(Cl)cc2C(=O)c2ccccc2)CC1	6.0	-26.3	1.1	-3.8	-4.0	6.7	11.8	-0.9	4.4	-5.3	-10.1
COc1ccc(CC(=O)N2CCN(C)CC2)cc1	16.9	10.0	-13.5	2.4	4.6	17.9	1.3	18.4	4.4	13.7	1.9
Oc1ccccc1Cl	-7.6	-0.4	7.1	-5.0	3.4	7.8	9.2	3.2	-4.8	-5.2	-4.9
CCC1(CCO)C(=O)NC(=S)NC1=O	2.9	6.2	-5.0	-2.7	1.4	2.1	6.4	0.2	-12.4	-6.4	-11.8
CCCCn1c(O)c(C(C)=NCc2ccco2)c(=O)[nH]c1=O	6.2	-15.7	11.0	11.0	-8.4	-0.6	-9.8	15.3	-3.1	-1.6	-5.8
O=C(CSC1c2ccccc2-c2ccccc21)N/N=C/c1ccc(C(=O)O)cc1	7.0	-13.2	3.1	2.2	0.7	-11.8	-28.6	-4.7	0.5	-5.0	-7.0
C=C(COC(C)=O)CC1CC(O)[C@]2(C)OC3CC4OC5C[C@]6(C)O[C@]7(C)CCC8OC9C[C@]%10(C)OC%11C(C)=CC(=O)OC%11CC%10OC9C[C@@H](C)C8OC7CC6O[C@]5(C)C/C=C\C4OC3CC2O1 (stereo partly drawn)	-18.2	.	-1.5	9.4	12.7	.	-0.5	0.2	5.5	0.8	-1.8
COc1cccc(NC(=O)N2CCC3(CC2)OCCO3)c1	-40.0	-20.5	-34.8	14.4	-26.9	-34.3	-28.1	-11.4	2.4	1.8	-12.5
O=C(COc1ccc(Cl)cc1)N1CCN(C/C=C/c2ccccc2)CC1	7.4	24.6	-13.9	2.9	14.6	24.0	22.1	16.1	-2.6	-1.3	0.2
Cc1cc(N2CCCCC2)ccc1C=C1C(=O)N(C)C(=S)N(C)C1=O	6.4	-4.7	1.9	-5.0	-6.4	15.5	-12.1	3.4	-11.6	-12.1	-1.0
Cc1cccc(CS(=O)(=O)Cc2ccc(C(=O)N3CCC4(CC3)OCCO4)o2)c1	3.6	7.5	-21.1	-0.6	-3.1	-15.3	18.2	14.9	-7.5	12.2	2.6
O=C(O)CC1OCC=C2CN3CCC45c6ccccc6NC4C1C2CC35 (stereo not drawn)	-9.8	-20.2	-27.6	-2.5	0.7	-14.0	8.6	7.0	0.5	-5.6	-8.7
CCOc1ccc(-n2c(O)c(C=NCCN(CC)CC)c(=O)[nH]c2=O)cc1	-4.5	2.0	-2.0	2.8	7.3	8.9	-4.0	10.3	-5.6	6.0	-1.9
COc1ccc(-n2c(=O)[nH]c3ccccc3c2=O)cc1	-0.7	-5.4	-27.4	2.7	-1.6	3.3	-1.4	-3.7	-0.6	-8.1	-2.2
c1ccc(-c2ccncc2)cc1	5.6	6.5	-7.2	-3.6	5.1	1.4	-10.8	-1.3	-15.3	-4.1	-3.4
Cc1c(C=O)c2ccccc2n1Cc1ccc([N+](=O)[O-])cc1	19.3	5.3	-3.0	0.2	8.9	8.7	31.7	-4.3	-2.6	1.1	3.4
COc1ccc(Cn2c(O)c(C=NCCCn3ccnc3)c(=O)[nH]c2=O)cc1	-12.3	-11.4	-14.2	-0.3	9.6	0.4	4.7	-3.4	-5.0	-7.0	-9.3
CCC(=Nc1ccccc1N)c1c(O)[nH]c(=O)[nH]c1=O	-93.7	-36.1	-178.7	-9.6	-31.4	-29.0	-144.2	-17.0	-9.2	10.6	0.1
CC(C)c1cccc(C(C)C)c1OCCn1ccnc1	-4.1	4.2	-4.6	0.6	13.0	21.6	-17.3	9.1	8.0	-1.0	0.2
CCOC(=O)C(NC(=O)C(Cc1ccc(N(CCCl)CCCl)cc1)NC(C)=O)C(C)C (stereo not drawn)	7.8	11.7	-8.2	-2.0	-4.0	-6.6	-6.2	-1.0	3.5	-1.5	-5.0
CC(C)COP(=O)(OCC(C)C)C(O)c1cccnc1 (stereo not drawn)	11.4	-9.5	14.0	3.1	-7.8	-13.4	7.4	-0.3	5.3	1.3	3.0
O=C1CC(=O)N(c2ccccc2F)C(=O)N1	-5.5	-12.3	-25.2	-15.2	-3.0	0.5	4.6	6.3	-15.8	23.2*	3.3
COc1ccc(C(c2nnnn2Cc2ccccc2)N2CCC(n3c(=O)[nH]c4ccccc43)CC2)cc1 (stereo not drawn)	29.4	0.2	33.6	-3.7	6.1	-15.3	11.6	40.1	.	2.1	-17.1
O=C(CCc1ccccc1)N1Cc2cc(N3CCCCC3)ccc2-n2nncc2C1	2.6	-3.5	1.0	1.0	11.0	13.3	29.2	-8.9	.	3.7	-13.0
O=NN(CCF)C(=O)NC1CCC(=O)NC1=O (stereo not drawn)	.	-11.4	.	-7.1	-18.0	6.2	-10.5	-3.2	.	-10.5	-12.7
COC1C(C)OC(OC2CC(C)(O)Cc3cc4c(c(O)c32)C(=O)c2c(O)cc3c(c2C4=O)OC2OC3(C)C(O)C(N(C)C)C2O)C(OC)C1(C)OC (stereo not drawn)	47.3	3.5	41.5	-0.2	11.8	8.3	26.7	14.9	-11.1	2.0	1.1
COC(=O)C1=C(c2cccc(OCc3ccccc3)c2)C[C@@H]2CC[C@H]1N2C(=O)NCc1cccc(F)c1	-8.8	-20.8	12.8	5.2	7.2	4.3	-2.2	6.4	-1.9	6.1	-7.6
COc1ccc(C=O)cc1	11.0	.	13.0	-1.1	3.3	.	-4.4	-1.5	4.5	-5.8	-4.7
CC(=O)N1Cc2cnnn2-c2ccccc2C1(C)C#N (stereo not drawn)	-8.7	-16.6	0.7	3.7	-5.3	-11.7	-2.4	8.0	0.4	-4.7	-2.5
O=P1(NC2CCCC2)COc2ccccc2OC1	3.4	-4.7	-12.3	-3.2	13.5	0.3	6.6	-12.8	6.8	-0.3	0.8
CCOC(=O)[C@]12Cc3c(cc(OC)c(OC)c3OC)[C@H]1N(C)C(=O)c1ccccc12	.	7.8	.	-11.0	0.6	-6.8	5.6	10.7	.	-4.8	-7.8
COC(=O)C1=C(c2ccc(OC)c(OC)c2)C[C@@H]2CC[C@H]1N2C(=O)NC(C)C	2.9	-11.0	-11.6	-12.4	-9.2	-16.8	0.8	-4.7	4.3	9.0	4.1
O=c1[nH]c(=O)n(Cc2ccccc2Cl)c(O)c1C=Nc1ccc(F)cc1	21.2	-23.4	1.4	-3.0	5.1	-0.3	11.2	1.2	-8.5	8.8	1.3
Cc1ncc([N+](=O)[O-])n1CCOC(N)=O	-8.6	-30.3	-9.7	-0.4	4.4	-15.9	5.8	8.7	12.3	-8.7	2.9
C[C@H]1CC[C@@]2(C)[C@@H](CC[C@@H]3[C@@H]2CC[C@]2(C)[C@@H](O)CC[C@@H]32)C1	-0.7	-0.7	-0.3	13.0	10.5	26.5	10.3	2.1	-9.0	-3.6	-2.1
CCOC(=O)CNC(=O)N1Cc2ccc(Br)cc2-n2nncc2C1	21.4	10.9	17.6	6.8	5.5	11.8	13.6	16.9	.	16.1	5.6

Single entries from the entries so far:
Granule exo inh, O=C(CCc1ccccc1)N1Cc2cc(N3CCCCC3)ccc2-n2nncc2C1 = 1.0
Granule exo inh, O=C(c1ccc(Cl)cc1)C12CN3CN(CN(C3)C1)C2 = -1.2

(cont.)
SMILES	NCOA3 inh	NCOA2 inhibitor	NCOA1 inh	Granule exo inh	TROY NFkB inh	COUP-TFII inh	LRH-1 inv ag	TWEAK-Fn14 inh	TLR9-MyD88 block	ABHD5 PLIN5 PPI	NOD2-RIPK2 inh
COc1ccc(-n2nnnc2C(c2cccc3ccccc23)N2CCC(n3c(=O)[nH]c4ccccc43)CC2)cc1 (stereo not drawn)	45.9	9.6	12.2	1.5	27.6	8.6	0.2	36.6	.	20.9	-6.1
O=c1c2ccccc2nc(-c2ccccc2F)n1-c1ccccc1	-15.1	15.5	-10.9	-10.4	-31.0	1.0	-13.1	-31.2	0.8	-1.8	-8.2
O=C(CCc1nc(-c2ccccc2F)no1)N1CCC2(CC1)OCCO2	-27.7	1.4	-0.7	5.0	-1.2	-2.6	-13.0	0.1	-21.7	2.8	-7.8
Cc1c(CC(=O)N2C[C@H]3C[C@@H](C2)c2cccc(=O)n2C3)c(=O)oc2cc(O)c(Cl)cc12	12.7	-23.1	-8.2	-4.0	-21.1	-9.9	24.3	-5.5	-30.3	0.7	-3.9
CCC(C)NC(=O)CCC(=O)OC1O[C@H]2OC3(C)CC[C@H]4[C@H](C)CCC(C1C)C24OO3 (stereo partly drawn)	76.8*	9.8	62.5*	1.3	-1.3	51.2*	91.4*	36.4	1.6	-3.5	-1.3
C[C@H]1[C@@H](OS(=O)(=O)O)C[C@@H]2C[C@H]([C@@H](O)c3cc(=O)[nH]c(=O)[nH]3)NC3=NC[C@H]1N32	58.1	.	59.3	-0.2	24.9	.	99.5*	59.6*	-8.9	1.9	-5.3
CC(C)NC(C)C(=O)c1ccc2ccccc2c1 (stereo not drawn)	-1.8	-9.6	-7.1	-1.4	2.7	-7.3	5.0	-13.8	6.1	-2.9	-2.5
COc1ccc(C=C2C(=O)NC(=S)NC2=O)cc1	-8.4	14.3	-13.5	-0.2	-2.5	-0.8	4.4	-1.1	-19.8	-1.8	-4.8
CCOc1cc(C2NCc3ccccc3-n3cccc32)ccc1OC (stereo not drawn)	-1.0	16.8	15.0	-1.5	1.2	13.1	-25.9	19.7	-4.2	1.3	1.1
OC(Cc1ccccc1)(c1ccccc1)C1CN2CCC1CC2 (stereo not drawn)	24.0	-3.7	9.6	7.0	-22.2	-4.2	18.1	-2.5	-1.5	5.5	-0.7
Cc1ccc(-n2c(CNCc3ccc(F)cc3)nc3ccccc3c2=O)cc1	-16.9	-45.6	-5.8	-4.5	-27.8	4.2	-14.7	-6.0	-2.3	-3.2	3.1
CC(C)=CCc1c(O)cc2c(c1O)C(=O)CC(c1ccc(O)cc1)O2 (stereo not drawn)	3.9	1.6	-38.1	12.5	51.9*	-2.4	3.1	35.5	5.1	-23.0	-0.1
CN1C(=O)CN=C(c2ccc[nH]2)c2cc(Cl)ccc21 (tested in a mixture with another compound)	16.2	14.6	12.4	5.8	-15.7	-26.2	25.2	18.8	10.6	3.0	-7.6
